Source: PubChem BioAssay (several laboratories)
NR2E3 ag-1: activates human NR2E3 receptor | CHO-S Gal4-NCOR/VP16-NR2E3 two-hybrid, luciferase | AID 602229 | Q9Y5X4 | actives 0.35% (n = 360,000) | inhibition of corepressor binding, % at 3.98 µM;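 active = inhibition above the mean of all tested compounds plus 3 SD, cut at about 70% in these data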;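 note: 0% = DMSO with NR2E3 transfected cells and 100% = cells lacking NR2E3 construct; higher means lower luciferase signal from less NR2E3 corepressor binding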
Target sequence (Q9Y5X4 whole entry, looked up, the tested form may be a part): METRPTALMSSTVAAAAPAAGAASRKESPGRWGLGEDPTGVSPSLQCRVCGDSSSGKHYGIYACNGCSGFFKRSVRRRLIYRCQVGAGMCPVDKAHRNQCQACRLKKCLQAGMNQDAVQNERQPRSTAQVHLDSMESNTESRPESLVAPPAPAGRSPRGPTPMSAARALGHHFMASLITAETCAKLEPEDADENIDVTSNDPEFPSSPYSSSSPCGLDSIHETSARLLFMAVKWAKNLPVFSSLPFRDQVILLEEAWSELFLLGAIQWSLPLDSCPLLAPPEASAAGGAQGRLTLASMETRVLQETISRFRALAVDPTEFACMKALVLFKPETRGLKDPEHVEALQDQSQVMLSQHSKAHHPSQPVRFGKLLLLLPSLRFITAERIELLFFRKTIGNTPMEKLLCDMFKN
C8 TRAIL sens: caspase-8 TRAIL sensitization | inhibition (viability loss, TRAIL sensitization), % at 10 µM | NB7+C8 cells + TRAIL, ATPlite viability luminescence | AID 624354 | actives 1% (n = 360,000);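 active = compounds causing at least 50% loss of cell viability in the single-dose screen, relative to plate controls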
HIF-2a inh: blocks HIF-2a reporter activity. inhibition, % at 18.8 µM. 786-0 RCC cells HIF-2a reporter, luciferase luminescence, overnight. actives 0.72% (n = 360,000);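 active = inhibition of the luminescence signal of 40% or more relative to plate controls, in a single-dose primary screen at 18.75 µM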
hiPSC survival: hiPSC single-cell survival enhancement | actives 0.044% (n = 360,000) | ATPlite luminescence; 100% = ROCK inhibitor wells, 0% = DMSO | survival enhancement, % at 20 µM | AID 602274; in the data active = survival enhancement above about 18%;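 note: cells exposed to compounds for 16 hours before the ATP read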
NR2E3 ag-2: agonists of human nuclear receptor NR2E3. actives 0.12% (n = 320,000). AID 2300. inhibition of corepressor binding, % at 4.78 µM. GST-NR2E3/biotin-RetCOR TR-FRET, 1536-well. Q9Y5X4;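 active = percent inhibition above the cutoff of mean plus 3 SD of all tested compounds, set per screening campaign, cut at about 20% in these data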;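 note: 0% = DMSO wells and 100% = biotin wells as full block of FRET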
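System: GST-NR2E3 and biotin-RetCOR proteins; probe or stimulus: 7 nM biotin-RetCOR; doses: compound at 4.8 µM, single dose; schedule: Compound–protein incubation for 5 h at 4 °C; detection: time-resolved FRET; read-out: percent inhibition; controls: biotin wells as high control, 0.6% DMSO wells as low control; format: 1536-well plates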
KKLEB cytotox: CF airway cell cytotoxicity counter-screen | KKLEB CF airway cells viability, ATPlite luminescence, overnight; stronger effect = lower value; cells stimulated with P. aeruginosa culture filtrate | activity change (cytotoxicity), % at 5 µM | actives 0.36% (n = 360,000);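 active = corrected activity change at or below -50% at 5 µM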
EBV LMP1 NFkB: inhibitors of Epstein-Barr LMP1-induced NF-kappaB reporter | LMP1-induced NF-kappaB luciferase reporter cells, luminescence | inhibition, % at 12.5 µM | actives 0.69% (n = 350,000) | AID 504558; in the data active = inhibition above about 41%;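 note: 0% = neutral control wells and 100% = reference inhibitor control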
CF NFkB inh: inhibitors of cystic fibrosis induced NF-kB | KKLEB NF-kB-GFP reporter, PAF-induced, GFP fluorescence overnight | inhibition, % at 5 µM | actives 0.86% (n = 360,000);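 active = at least 50% inhibition at 5 µM, scaled per plate between neutral and stimulator controls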;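 note: PAF is a Pseudomonas aeruginosa culture filtrate used as stimulus; plate controls were PAF-stimulated DMSO wells for no effect and unstimulated DMSO wells for full effect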
Peg3 prom inh: reduces Peg3 promoter-driven luciferase expression in HeLa; HeLa PEG-Prom luciferase reporter, luminescence, overnight; AID 588405; inhibition, % at 20 µM; actives 1.7% (n = 360,000);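 active = inhibition of at least 50% at 20 µM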
Shn3 3UTR inh: reduces Shn3 3'UTR luciferase signal in osteoblasts; inhibition, % at 12.5 µM; Clone20 osteoblast Shn3 3'UTR firefly luciferase, 24 h; actives 0.52% (n = 360,000);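 active = mean inhibition of at least 75% with every replicate also reaching 75%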;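 note: 0% = median of neutral control wells and 100% = pilot-screen positive control compound; some compounds past the cut are filed as inactive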
TRPM1 prom inh: reduces MITF-dependent TRPM1 promoter luciferase signal; actives 0.83% (n = 330,000); SK-MEL-5 TRPM1 promoter luciferase, 24 h; inhibition, % at 12.5 µM;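 active = mean inhibition across replicates of 60% or more, whatever share of single replicates reaches that level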; note: values of inactives mirror those of a sister screen read the other way
* marks the source's active call; other numbers are inactive results.

`COc1ccc(CC(=O)Nc2c3c(nn2-c2cccc(C)c2C)CS(=O)(=O)C3)cc1` gave NR2E3 ag-1 6, C8 TRAIL sens 16, HIF-2a inh 0, hiPSC survival 1.5, NR2E3 ag-2 0, KKLEB cytotox -9, EBV LMP1 NFkB -2, CF NFkB inh 4, Peg3 prom inh -1, Shn3 3UTR inh 2 and TRPM1 prom inh 6.
Cc1csc(NC(C)c2nc3cc(Cl)c(N4CCCCC4)cc3n2CCOCCO)n1 (stereo not given) was read as NR2E3 ag-1 -7, C8 TRAIL sens 4, HIF-2a inh 7, hiPSC survival -2.1, NR2E3 ag-2 1, KKLEB cytotox 8, EBV LMP1 NFkB -5, CF NFkB inh 22, Peg3 prom inh 11, Shn3 3UTR inh -7 and TRPM1 prom inh -2.
`Cc1ccc(S(=O)(=O)N2C[C@@H](C)[C@]3(C2)[C@H](O)[C@H](OC(=O)Nc2cccs2)C[C@H]2C(=O)N(c4ccccc4)C(=O)[C@H]23)cc1` gave NR2E3 ag-1 30, C8 TRAIL sens 2, HIF-2a inh 21, hiPSC survival -0.6, KKLEB cytotox 6, EBV LMP1 NFkB -31, CF NFkB inh 40, Peg3 prom inh -30 and Shn3 3UTR inh -75.
`COC(=O)c1ccc(COc2cccc3c2CCN(Cc2cccc(C)c2)C3=O)o1` gave NR2E3 ag-1 -18, C8 TRAIL sens 12, HIF-2a inh 20, hiPSC survival -0.5, NR2E3 ag-2 0, KKLEB cytotox -19, EBV LMP1 NFkB 12, CF NFkB inh 16, Peg3 prom inh 5, Shn3 3UTR inh 20 and TRPM1 prom inh 13.
Cc1ccc(/C=N\NC(=O)c2cc([N+](=O)[O-])cc([N+](=O)[O-])c2)o1 was read as NR2E3 ag-1 -45, C8 TRAIL sens 5, HIF-2a inh -3, hiPSC survival -0.4, NR2E3 ag-2 -3, KKLEB cytotox 4, EBV LMP1 NFkB 0, CF NFkB inh 5, Peg3 prom inh 13, Shn3 3UTR inh -3 and TRPM1 prom inh 8.
For CCOc1cccc(C(=O)Nc2ccc3ccccc3c2)c1 the results were NR2E3 ag-1 -178, C8 TRAIL sens 48, HIF-2a inh -76, hiPSC survival -0.7, NR2E3 ag-2 -1, KKLEB cytotox -22, EBV LMP1 NFkB -25, CF NFkB inh 0, Peg3 prom inh -136, Shn3 3UTR inh -20 and TRPM1 prom inh -10.
`CCN(CC)c1ccc2c(Cl)c(Br)c(=O)oc2c1` gave NR2E3 ag-1 -7, C8 TRAIL sens 12, HIF-2a inh 88*, hiPSC survival -4.8, NR2E3 ag-2 -1, KKLEB cytotox -12, EBV LMP1 NFkB -4, CF NFkB inh 37, Peg3 prom inh 104*, Shn3 3UTR inh 98* and TRPM1 prom inh 54.
For COc1ccccc1N1CCN(C(=O)c2cccc3c(=O)c(C)c(-c4ccccc4)oc23)CC1 the results were NR2E3 ag-1 5, C8 TRAIL sens -3, HIF-2a inh 28, hiPSC survival 3.5, NR2E3 ag-2 1, KKLEB cytotox -3, EBV LMP1 NFkB 11, CF NFkB inh 17, Peg3 prom inh 27, Shn3 3UTR inh 8 and TRPM1 prom inh 4.
For COc1ccc(NC(=O)c2ccc(NC(=O)CN(C)CC(=O)Nc3c(C)cccc3C)cc2)cc1 the results were NR2E3 ag-1 1, C8 TRAIL sens -4, HIF-2a inh -6, hiPSC survival 1.3, NR2E3 ag-2 0, KKLEB cytotox -3, EBV LMP1 NFkB 3, CF NFkB inh 14, Peg3 prom inh -7 and TRPM1 prom inh 4.
CC(=O)Nc1cccc(-n2c(=O)n(Cc3ccccc3)c(=O)c3[nH]cnc32)c1 was read as NR2E3 ag-1 6, C8 TRAIL sens -33, HIF-2a inh 19, hiPSC survival -0.6, NR2E3 ag-2 -1, KKLEB cytotox 0, EBV LMP1 NFkB 0, CF NFkB inh 11, Peg3 prom inh 3, Shn3 3UTR inh -7 and TRPM1 prom inh 3.
CC1(C)CC(=O)N(c2ccc(Cl)cc2Cl)C(=O)C1 was read as NR2E3 ag-1 -40, C8 TRAIL sens -8, HIF-2a inh 10, hiPSC survival -0.1, NR2E3 ag-2 5, KKLEB cytotox 4, EBV LMP1 NFkB 7, CF NFkB inh -11, Peg3 prom inh 10, Shn3 3UTR inh -19 and TRPM1 prom inh -3.
`CCc1ccc(C(=O)N2CCCC2)s1` gave NR2E3 ag-1 23, C8 TRAIL sens 3, HIF-2a inh -30, hiPSC survival 2.3, NR2E3 ag-2 3, KKLEB cytotox 4, EBV LMP1 NFkB 15, CF NFkB inh 7, Peg3 prom inh -24, Shn3 3UTR inh -12 and TRPM1 prom inh -8.
Cc1ncn(-c2ccccc2)c1-c1ccccc1 was read as NR2E3 ag-1 13, C8 TRAIL sens -8, HIF-2a inh 1, hiPSC survival 1.0, NR2E3 ag-2 4, KKLEB cytotox -7, EBV LMP1 NFkB -4, CF NFkB inh 20, Peg3 prom inh 1, Shn3 3UTR inh 12 and TRPM1 prom inh 5.
O=S(=O)(Nc1ccon1)c1ccc(Br)cc1 was read as NR2E3 ag-1 -23, C8 TRAIL sens -1, HIF-2a inh 8, hiPSC survival 0.2, NR2E3 ag-2 4, KKLEB cytotox 6, EBV LMP1 NFkB -11, CF NFkB inh -4, Peg3 prom inh 6, Shn3 3UTR inh -7 and TRPM1 prom inh 0.
`Cc1ccc2cc(C(c3nnnn3C3CCCC3)N3CCN(c4ccccc4)CC3)c(=O)[nH]c2c1` (stereo not given) gave NR2E3 ag-1 -6, C8 TRAIL sens -3, HIF-2a inh -52, hiPSC survival -0.7, NR2E3 ag-2 0, KKLEB cytotox 7, EBV LMP1 NFkB -6, CF NFkB inh -7, Peg3 prom inh 4, Shn3 3UTR inh 40 and TRPM1 prom inh 4.
Screening Cc1nc2c(-c3ccc(F)cc3)c(C)nn2c(C)c1CCC(=O)NCc1ccco1 returned NR2E3 ag-1 -33, C8 TRAIL sens 17, HIF-2a inh 15, hiPSC survival -0.8, NR2E3 ag-2 2, KKLEB cytotox -11, EBV LMP1 NFkB -1, CF NFkB inh -4, Peg3 prom inh 12, Shn3 3UTR inh -4 and TRPM1 prom inh -11.
For COc1ccc(/C=C(/C#N)c2cccnc2)cc1OC the results were NR2E3 ag-1 -7, C8 TRAIL sens -2, HIF-2a inh -27, hiPSC survival 4.0, NR2E3 ag-2 3, KKLEB cytotox -42, EBV LMP1 NFkB -3, CF NFkB inh -9, Peg3 prom inh -17, Shn3 3UTR inh 0 and TRPM1 prom inh -7.
Screening O=C(NCC1CCCCC1)c1ccc(F)c(S(=O)(=O)N2CCOCC2)c1 returned NR2E3 ag-1 -29, C8 TRAIL sens -2, HIF-2a inh -7, hiPSC survival 0.4, NR2E3 ag-2 1, KKLEB cytotox 2, EBV LMP1 NFkB 4, CF NFkB inh 5, Peg3 prom inh 9, Shn3 3UTR inh 10 and TRPM1 prom inh -6.
`C/C(=N\O)c1ccco1` gave NR2E3 ag-1 -13, C8 TRAIL sens 18, HIF-2a inh 9, hiPSC survival 1.1, NR2E3 ag-2 2, KKLEB cytotox 4, EBV LMP1 NFkB -9, CF NFkB inh -13, Peg3 prom inh -9, Shn3 3UTR inh -13 and TRPM1 prom inh 5.
COc1cccc(C#Cc2c(CO)[nH]c3ccccc23)c1 was read as NR2E3 ag-1 -14, C8 TRAIL sens -13, HIF-2a inh -17, hiPSC survival 5.5, NR2E3 ag-2 1, KKLEB cytotox 5, EBV LMP1 NFkB -13, CF NFkB inh 9, Peg3 prom inh -33, Shn3 3UTR inh 18 and TRPM1 prom inh 13.
`COc1ccc(OC)c(/C=C/C(=O)OCC(=O)NCc2ccccc2)c1` gave NR2E3 ag-1 -9, C8 TRAIL sens -19, HIF-2a inh 18, hiPSC survival 0.6, KKLEB cytotox 5, EBV LMP1 NFkB -7, CF NFkB inh -24, Peg3 prom inh 1, Shn3 3UTR inh 49 and TRPM1 prom inh 15.
`COc1ccc(NS(=O)(=O)c2cccc(C(=O)N(C)Cc3cccs3)c2)cc1` gave NR2E3 ag-1 -13, C8 TRAIL sens -6, HIF-2a inh 14, hiPSC survival -0.2, NR2E3 ag-2 4, KKLEB cytotox 3, EBV LMP1 NFkB -7, CF NFkB inh -3, Peg3 prom inh 0, Shn3 3UTR inh -3 and TRPM1 prom inh 8.
Cc1ccccc1OCC(=O)Nc1nnc(C2CCCCC2)s1 was read as NR2E3 ag-1 -7, C8 TRAIL sens -5, HIF-2a inh -27, hiPSC survival 2.2, NR2E3 ag-2 3, KKLEB cytotox 4, EBV LMP1 NFkB 12, CF NFkB inh -2, Peg3 prom inh -29, Shn3 3UTR inh -10 and TRPM1 prom inh -18.
O=[N+]([O-])c1ccc(N/N=C/c2cn(Cc3ccc(F)cc3)c3ccccc23)nc1 was read as NR2E3 ag-1 -13, C8 TRAIL sens 5, HIF-2a inh 3, hiPSC survival -0.6, NR2E3 ag-2 -2, KKLEB cytotox -29, EBV LMP1 NFkB -15, CF NFkB inh 22, Peg3 prom inh 15, Shn3 3UTR inh -2 and TRPM1 prom inh 8.
For O=c1[nH][nH]c(-c2ccccc2O)c1C(C[N+](=O)[O-])c1ccc(Br)cc1 (stereo not given) the results were NR2E3 ag-1 -22, C8 TRAIL sens -9, HIF-2a inh 20, hiPSC survival -2.1, NR2E3 ag-2 -1, KKLEB cytotox -9, EBV LMP1 NFkB -6, CF NFkB inh 3, Peg3 prom inh 27, Shn3 3UTR inh 33 and TRPM1 prom inh 15.
C=CCNC(=S)Nc1cccc(NC(=S)NCC=C)c1 was read as NR2E3 ag-1 -6, C8 TRAIL sens 0, HIF-2a inh 2, hiPSC survival -1.7, NR2E3 ag-2 -10, KKLEB cytotox 4, EBV LMP1 NFkB 5, CF NFkB inh -13, Peg3 prom inh -12, Shn3 3UTR inh -6 and TRPM1 prom inh 2.
COc1ccc(-n2cnnc2SCC(=O)Nc2ccc(C(N)=O)cc2)cc1 was read as NR2E3 ag-1 -25, C8 TRAIL sens -9, HIF-2a inh 12, hiPSC survival -0.5, NR2E3 ag-2 2, KKLEB cytotox -4, EBV LMP1 NFkB 7, CF NFkB inh 14, Peg3 prom inh 0, Shn3 3UTR inh -9 and TRPM1 prom inh -1.
Screening COC(=O)c1ccc(C(=O)OC)c(NC(=O)CSCC(=O)O)c1 returned NR2E3 ag-1 -1, C8 TRAIL sens -4, HIF-2a inh 16, hiPSC survival -0.7, NR2E3 ag-2 4, KKLEB cytotox -1, EBV LMP1 NFkB 6, CF NFkB inh 5, Peg3 prom inh 24, Shn3 3UTR inh -5 and TRPM1 prom inh 0.

This is a subset (hit frequency here may not be typical).
